NCOA1 inh = SRC1 coactivator transcriptional activity inhibitors, primary screen, cell-based, luminescence | Nuclear receptor coactivator 1 (Homo sapiens), Q15788 | HEK293 GAL4-SRC1 luciferase reporter | inhibition, % at 3.6 µM | 360,000 compounds, 0.12% hits;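 active = inhibition above the campaign mean plus 3 SD, with each screening campaign given its own cutoff, cut at about 60% in these data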;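 note: 0% = DMSO treated cells and 100% = gossypol at 36 µM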
COUP-TFII inh = NR2F2 transcriptional activity inhibitors, primary screen, cell-based, luciferase reporter, HEK293T, luminescence; COUP transcription factor 2 (Homo sapiens), P24468; HEK293T NGFI-A luciferase reporter; inhibition, % at 8.6 µM; 370,000 compounds, 0.7% hits; AID 686940, 2013;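 active = inhibition above a per-plate cutoff, mean inhibition of test wells between control levels plus 3 SD, cut at about 38% in these data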;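 note: cells cotransfected with COUP-TFII expression vector driving the NGFI-A reporter; 0% = median of COUP-TF2 test wells and 100% = reporter-only cells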
Target sequence (P24468 whole entry, looked up): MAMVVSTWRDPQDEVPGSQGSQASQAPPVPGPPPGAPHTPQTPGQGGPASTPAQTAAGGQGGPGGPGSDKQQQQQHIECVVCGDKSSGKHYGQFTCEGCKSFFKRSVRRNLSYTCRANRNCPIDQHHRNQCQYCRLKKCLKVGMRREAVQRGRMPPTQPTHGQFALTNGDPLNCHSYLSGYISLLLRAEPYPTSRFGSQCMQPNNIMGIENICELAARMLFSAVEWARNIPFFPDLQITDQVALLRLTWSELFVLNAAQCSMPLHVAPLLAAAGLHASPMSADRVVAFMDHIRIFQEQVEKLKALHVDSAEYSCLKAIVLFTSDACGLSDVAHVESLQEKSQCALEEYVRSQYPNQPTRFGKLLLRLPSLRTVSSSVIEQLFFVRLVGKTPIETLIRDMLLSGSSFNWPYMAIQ
EBV LMP1 NFkB = EBV LMP1-driven NF-kappaB luciferase reporter inhibitors, primary screen, cell-based, luminescence, single point | LMP1-induced NF-kappaB luciferase reporter cells | inhibition, % at 12.5 µM | 350,000 compounds, 0.69% hits; in the data active = inhibition above about 41%;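 note: 0% = neutral control wells and 100% = reference inhibitor control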
TLR9-MyD88 block = inhibitors of TLR9-MyD88 association in cells, primary screen, cell-based, CHO, BLA complementation, fluorescence; CCF4 FRET ratio; inhibition, % at 4.98 µM; 340,000 compounds, 0.21% hits;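 active = inhibition above the mean over all tested compounds plus 3 SD, cut at about 21% in these data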;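 note: 0% = DMSO only wells and 100% = clavulanate BLA inhibitor control wells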
C8 TRAIL sens = viability loss with TRAIL in NB7+C8 cells, primary screen, TRAIL sensitizer project, cell-based, ATPlite luminescence; 360,000 compounds, 1% hits; AID 624354, 2012; inhibition (viability loss, TRAIL sensitization), % at 10 µM;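 active = compounds causing at least 50% loss of cell viability in the single-dose screen, relative to plate controls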
NOD2 RIPK2 PPI = NOD2-RIPK2 binding disruptors in cells, primary screen, fluorescence, CHO cells, BLA complementation; AID 624267, 2012; CCF4 ratio; Receptor-interacting serine/threonine-protein kinase 2 (Homo sapiens), O43353; 360,000 compounds, 0.38% hits; inhibition, % at 4.98 µM; in the data active = inhibition above about 21%;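 note: 0% = vehicle only and 100% = reference blocker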
SRC3 inh = SRC3 coactivator transcriptional activity inhibitors, primary screen, cell-based, luminescence; Nuclear receptor coactivator 3 (Homo sapiens), Q9Y6Q9; inhibition, % at 3.6 µM; 360,000 compounds, 0.17% hits; HEK293 GAL4-SRC3 luciferase reporter; AID 588352, 2011;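 active = inhibition above a per-campaign cutoff, the mean of all compounds plus 3 SD, cut at about 60% in these data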;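 note: 0% = DMSO-treated cells and 100% = gossypol-treated cells at 36 µM; higher means less SRC3-driven luciferase light from the GAL4 reporter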
TROY NFkB inh = inhibitors of TROY-driven NF-kB signaling, primary screen, Q293 LMP1-TROYcd cells, NF-kB luciferase, uHTS; 360,000 compounds, 0.98% hits; Q293 LMP1-TROYcd NF-kB luciferase reporter, 4 h; inhibition, % at 10 µM; AID 1347056, 2019;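 active = compounds whose plate-normalised and pattern-corrected inhibition of the luciferase reporter signal at the single screening dose is 50% or more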
NCOA2 inhibitor = inhibition of GAL4-SRC2 driven luciferase reporter, primary screen, SRC2 inhibitor project, cell-based, luminescence | Nuclear receptor coactivator 2 (Homo sapiens), Q15596 | HEK293 GAL4-SRC2 luciferase reporter | inhibition, % at 9 µM | 370,000 compounds, 0.17% hits;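 active = inhibition above the mean inhibition of all tested compounds plus 3 SD, set per campaign, cut at about 52% in these data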;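 note: 0% = DMSO treated cells and 100% = cells given Gossypol at 36 µM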
LRH-1 inv ag = LRH-1 (NR5A2) inverse agonists, primary screen, cell-based, luminescence, HEK293T, StAR-luciferase reporter | Nuclear receptor subfamily 5 group A member 2 (Homo sapiens), O00482 | LRH-1 transfected, 24 h | inhibition, % at 3.6 µM | 360,000 compounds, 0.13% hits;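 active = inhibition above the mean inhibition of all tested compounds plus 3 SD, cut at about 73% in these data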;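 note: 0% = DMSO wells and 100% = reporter-only cells lacking LRH-1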
Target sequence (O00482 whole entry, looked up): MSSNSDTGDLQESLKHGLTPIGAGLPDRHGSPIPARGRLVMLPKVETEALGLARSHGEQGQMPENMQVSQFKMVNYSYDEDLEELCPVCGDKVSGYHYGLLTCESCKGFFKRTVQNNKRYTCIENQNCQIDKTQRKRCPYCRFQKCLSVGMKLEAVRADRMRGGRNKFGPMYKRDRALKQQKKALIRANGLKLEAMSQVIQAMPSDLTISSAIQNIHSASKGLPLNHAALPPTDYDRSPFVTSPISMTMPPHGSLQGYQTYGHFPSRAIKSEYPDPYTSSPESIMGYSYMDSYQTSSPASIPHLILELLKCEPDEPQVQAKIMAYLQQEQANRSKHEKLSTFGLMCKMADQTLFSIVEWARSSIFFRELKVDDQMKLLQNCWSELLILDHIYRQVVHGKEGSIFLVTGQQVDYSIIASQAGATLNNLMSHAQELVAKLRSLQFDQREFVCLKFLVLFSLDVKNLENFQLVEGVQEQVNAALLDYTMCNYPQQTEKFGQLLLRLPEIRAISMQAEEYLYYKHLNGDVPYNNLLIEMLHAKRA
TWEAK Fn14 block = inhibitors of TWEAK-Fn14 signaling, primary screen, luciferase reporter cells, uHTS; TWEAK-stimulated Fn14 reporter cells, luciferase luminescence, 8 h; inhibition, % at 10 µM; 360,000 compounds, 2% hits; in the data active = inhibition above about 50%
Numbers without * were called inactive; / = no result given. Only part of the results is shown, so the mix of outcomes need not match the whole.

SMILES	NCOA1 inh	COUP-TFII inh	EBV LMP1 NFkB	TLR9-MyD88 block	C8 TRAIL sens	NOD2 RIPK2 PPI	SRC3 inh	TROY NFkB inh	NCOA2 inhibitor	LRH-1 inv ag	TWEAK Fn14 block
Cc1cccc(-n2c(=O)c3c4c(sc3n3c(=S)[nH]nc23)CCC4)c1	10	-12	-5	/	20	-9	1	2	20	4	-6
O=C(NN1CCOCC1)C12CC3CC(CC(C3)C1)C2	-10	-8	0	-9	3	-5	18	8	16	-6	27
COc1ccc(N(C)C(=O)C2CCCN2S(=O)(=O)c2cccc3nsnc23)cc1 (configuration not stated)	16	12	-1	-8	7	0	2	-7	12	-9	-10
O=C(c1ccc(CNS(=O)(=O)c2ccccc2)cc1)N1CCN(Cc2ccccc2)CC1	19	58*	24	2	31	-12	19	0	27	38	0
CCCCN1C(=O)C(=O)N(CC(=O)c2cc(C)n(-c3cc(C)on3)c2C)C1=O	-10	-10	-3	1	-12	-5	5	-21	-8	-26	1
CC(C)CCN1CCC(Cc2ccccc2)(NC(=O)c2ccccc2)C1=O (configuration not stated)	10	-9	2	4	-3	-5	-2	-4	0	12	-9
Cc1ccccc1OCCC(=O)OCC(=O)NC(=O)c1ccccc1	-7	12	-2	-3	5	3	17	-1	11	11	-22
CS(=O)(=O)c1ccc(Nc2nc(C(N)Cc3ccc(F)cc3)cs2)cc1 (configuration not stated)	3	7	/	/	-17	-2	6	-5	18	5	-1
CC(=O)Nc1cccc(NC(=S)Nc2cccc3ccccc23)c1	-54	-39	-25	-2	0	-2	-65	3	-17	-45	-6
Cc1nn(-c2ccccc2)c(C)c1NC(=O)COc1ccc(C#N)cc1	12	-7	5	-1	-4	-12	16	-19	9	1	24
Cc1occc1-c1nnc(SCC(=O)N2CC(=O)Nc3ccccc32)n1CC(C)C	1	1	3	-8	0	3	5	-15	6	0	0
CC1(C)Cc2c(sc(NC(=O)C(=O)N3CCCCC3)c2C(N)=O)CO1	-9	10	-1	-1	13	-5	-2	-4	-23	-3	-2
COC(=O)C1=C(SC)N(c2ccc(OC)cc2)C(c2ccccc2)CC1=O (configuration not stated)	11	9	7	-7	5	11	0	10	7	-1	5
CCCC(=O)c1cc2c(cc1NC(=O)CC)OCCO2	12	5	-3	3	-7	-8	-4	2	-13	22	-6
COc1ccc(OCc2cc(-c3ccc(Cl)cc3)no2)cc1	-29	-19	-4	-4	1	2	-12	-13	1	-1	1
Cc1ccc(C)c2[nH]c(=O)c(CCNC(=O)c3ccc(S(=O)(=O)N(C)C)cc3)cc12	-4	8	4	-2	-15	3	-15	11	-9	-15	-18
CCOc1cc(-c2nc(C)c(C(C)=O)n2O)ccc1OCC(=O)Nc1ccc(F)cc1	-5	-13	-3	14	-10	-12	0	7	-6	6	-2
CCCCNC(=O)c1cn(-c2ccc(OCC)cc2)c(=O)c2cc(OC)c(OC)cc12	12	-6	-28	-4	16	0	-14	-15	11	8	14
CC(=O)Nc1ccc(-c2ccnc3c2CC(C)(C(=O)NCc2cccc(Cl)c2)O3)cc1 (configuration not stated)	1	9	/	/	7	-4	3	-20	-9	-9	-132
Cc1ccc(C(O)(C(=O)NN(C(=O)c2ccccc2)c2ccccc2)c2ccc(C)cc2)cc1	19	-4	-2	5	-7	6	19	16	27	52	34
COc1cccc(C(=O)Nc2ccc3c(c2)C(=O)N(CCC(=O)O)C3=O)c1	-50	-12	-1	-1	-7	6	-3	12	2	-1	18
COc1ccccc1C1CC(c2ccc(Cl)cc2)Nc2nc(N)nn21 (configuration not stated)	7	1	-5	2	9	4	13	2	18	-29	0
O=C(Cc1ccccc1)N[C@H](c1ccccc1)P(=O)(O)CO	9	6	1	-1	-6	8	-30	17	-31	-15	11
O=C(COC(=O)c1ccccc1Nc1ccccc1F)c1ccccc1	-1	14	-5	0	-6	-5	16	-15	-14	-7	2
Cc1nc(Nc2ccncc2)c2oc3ccccc3c2n1	10	18	-10	1	14	-8	27	-34	-8	5	-36
COc1ccc(/C=C(/C(=O)Nc2ccccc2C(=O)NC(C)C)c2ccccc2)cc1	5	6	-7	4	1	-11	11	-15	0	17	28
CCCN(CCO)Cc1cccc(Cl)c1	15	7	3	3	1	-6	9	-1	-4	7	5
O=C(Oc1ccccc1C(=S)N1CCOCC1)c1ccccc1	-44	5	3	-4	-10	5	-3	3	-8	-6	20
O=C(NCc1ccco1)/C(=C/c1ccc(F)cc1)NC(=O)c1ccccc1	0	10	8	8	2	-4	2	-9	3	7	1
CC(=O)Nc1nc(C(=O)Nc2c(C)n[nH]c2C)cs1	0	-6	-8	-8	9	-2	-1	17	-31	10	8
Cc1c(OCC(=O)NCC(O)c2ccccc2)ccc2c(-c3ccccc3)cc(=O)oc12 (configuration not stated)	-19	-1	2	3	-5	-6	-8	10	-15	29	0
Cc1ccc2nc(CCc3nc4ccc(C)cc4[nH]3)[nH]c2c1	-13	4	4	-5	4	5	-12	-4	0	-10	-2
Cc1cc(NC(=O)CCC(=O)N(c2ccccc2)C(C(=O)NC2CCCC2)c2ccccc2)no1 (configuration not stated)	3	1	-1	9	-4	0	4	-15	12	-11	23
CCn1c(SCC(=O)c2ccccc2)nnc1-c1cccnc1	-9	4	-10	2	-3	-13	0	-12	-19	7	-4
CCN=C1S/C(=C/c2ccc(-c3ccc(Cl)cc3C(=O)O)o2)C(=O)N1CC	-67	-12	-2	-4	-16	-11	-13	-6	-9	-1	29
COc1cc(C(=O)Nc2ccc3c(c2)OCCO3)ccc1OC(C)C	-46	-25	-20	-6	16	4	-25	-20	-40	-73	-4
COc1cccc(NC(=O)CCSc2ccc3ccccc3n2)c1	-19	-25	-28	-1	8	-1	-2	-31	-23	-65	-13
Cc1cccc(/C=N/NC(=O)c2ccc(NC(=O)c3cccc(Cl)c3)cc2)n1	10	-4	35	-5	4	-12	-1	1	-13	-9	-34
O=c1cc(C(F)(F)F)nc(-c2ccccc2OC(F)(F)F)[nH]1	6	-4	-1	-5	-7	2	19	1	-6	-6	5
O=S(=O)(/C=C/c1ccccc1)N1CCNCC1	-2	4	9	1	-4	-8	19	10	0	-9	26
Cc1ccccc1OCC(O)CN1CCN(CC(O)COc2ccccc2C)C(C)C1 (configuration not stated)	-27	7	-6	3	4	6	-3	-13	-20	-9	13
CCc1c(C)sc(NC(=O)Cc2ccccc2OC)c1C(=O)N1CCOCC1	1	-9	-6	-5	6	-2	4	10	12	-11	-4
O=C1CSC(c2ccc(Cl)cc2)N1 (configuration not stated)	3	6	-2	1	1	-8	20	21	-4	0	2
CC(C)CC1C(=O)N(Cc2cn(CC3CCCCC3)nn2)CCS(=O)(=O)N1Cc1ccc(-c2ccc(Cl)c(Cl)c2)cc1 (configuration not stated)	10	-5	6	3	23	0	8	-7	-17	0	-73
COc1ccc(Br)cc1S(=O)(=O)NCCCN1CCOCC1	11	1	5	-9	-3	-14	-12	4	-28	3	-1
COc1ccc(OC)c(/C=C/C(=O)OCC(=O)NCc2ccco2)c1	-39	-7	1	-4	8	-2	14	6	3	9	7
Cc1cc(C)nc(NC(=O)c2cccc([N+](=O)[O-])c2)c1	2	-4	4	-8	12	4	14	3	2	-3	-13
N#Cc1ccccc1S(=O)(=O)N1CCN(CC(=O)NC(=O)NC2CCCCC2)CC1	-23	7	-18	15	-1	8	12	-5	8	8	6
Cc1ccc2cc(C#N)c(N3CCN(C(=O)c4ccccc4)CC3)nc2c1	8	9	4	-11	-3	17	-16	-3	-1	3	15
Cc1c(C(=O)c2ccc(Cl)c(Cl)c2)cnc2cc3c(cc12)OCO3	1	-1	-16	2	6	1	5	-1	2	0	-6
CC(C)c1ccc(NC(=S)NN2CCN(C)CC2)cc1	-15	-6	4	-4	-6	-7	-3	0	-4	6	17
COc1ccc(N(CC(=O)N/N=C/c2cccs2)S(=O)(=O)c2ccc(OC)c(OC)c2)cc1	-2	-4	2	-1	7	-7	-5	-12	4	6	11
CCC1(c2ccc(Cl)cc2)NC(=S)N(c2ccccc2)N1 (configuration not stated)	-77	-14	-19	-12	7	-5	-30	-43	-38	-52	-1
Cc1cccc(-n2nc3c([n+]2[O-])CCc2nonc2-3)c1C	14	1	0	9	-7	17	3	49	-15	18	-20
COc1ccc(C(=O)NCC(c2ccco2)N2CCc3ccccc3C2)c(OC)c1 (configuration not stated)	3	-2	0	12	12	16	-8	13	2	-17	5
Cc1cccc2sc(NC(=O)C3CCCN(S(=O)(=O)c4cccc5nonc45)C3)nc12 (configuration not stated)	2	2	3	9	4	9	-5	11	8	8	19
CCc1ccc(C(C)NC(=O)COC(=O)c2ccc(-n3cnnn3)cc2)cc1 (configuration not stated)	-3	-12	-5	0	-5	3	4	-9	-14	-7	11
CCOC(=O)CC(=O)CSc1nc(-c2cccnc2)ccc1C#N	-32	-14	-9	-13	8	6	-8	-47	2	-22	-44
Cc1cccc(CCNC(=O)CCNC(=O)Cn2ccc3ccccc3c2=O)c1	-1	-2	2	-4	6	-6	-5	7	-14	-8	0
CC(C)(C)c1nc(SCC(=O)Nc2ccc(N3CCOCC3)cc2)c2ccccc2n1	9	2	8	-3	-7	-4	17	0	-1	32	21

(cont.)
SMILES	NCOA1 inh	COUP-TFII inh	EBV LMP1 NFkB	TLR9-MyD88 block	C8 TRAIL sens	NOD2 RIPK2 PPI	SRC3 inh	TROY NFkB inh	NCOA2 inhibitor	LRH-1 inv ag	TWEAK Fn14 block
CCCCC(CCC(=O)O)(C(=O)OCC)c1csc(Nc2ccc(C)cc2)n1 (configuration not stated)	-7	-3	-17	0	1	-1	14	2	-2	8	-6
COc1ccc(NC(=O)c2cc(=O)c3ccccc3o2)cc1Cl	-4	-3	-10	0	6	8	-9	-18	17	8	-27
Cc1cccc(CN2CCC(C(N)=O)CC2)c1	-1	0	5	-6	9	3	-5	8	10	-8	6
N#C/C(=C\c1c(F)cccc1Cl)c1nn(-c2ccccc2)c(-n2cccc2)c1C#N	9	6	-8	-7	0	-6	6	3	0	6	9
CCOc1ccc(CNC(=O)c2cccc(NC(=O)C3=C(C)OCCS3)c2)cc1	21	-5	-3	12	-14	0	15	4	-18	0	-12
NC(=O)C1(N2CCCCC2)CCN(C(=O)c2cc(COc3c(F)cccc3F)on2)CC1	10	-9	9	4	-2	-12	8	1	5	0	1
O=C(Nc1cccc(S(=O)(=O)NC2=NCCC2)c1)c1ccc(OC(F)F)cc1	6	4	4	3	4	-3	1	4	1	15	-12

Screening data as filed in PubChem.
